Bioassay records as filed in PubChem.
CHX counter – affects cycloheximide protein synthesis inhibition readout, counter-screen | 12% of 300,000 active | AID 2314 | cell reporter, cycloheximide protein synthesis inhibition counterscreen | max response, %; in the data active = max response mostly above about 13%, no sharp cut-off; inactive = mostly below about 14%; also: read at 38.3 µM for the half of the compounds with a filed dose; 0% is about no effect
FBPA Giardia inh – blocks Giardia fructose-bisphosphate aldolase activity | 0.71% of 290,000 active | purified Giardia FBPA | A8B2U2 | Potency, µM (titrated, usually from 59.6 µM), without a hit: at the top dose activity, negative = inhibition, most hits filed as inhibitors; also: potency is read from the fitted curve at half-maximal effect; % is scaled to controls: 0 for no effect and ±100 for the full control effect; nearly all actives have a fitted effect of over 55% in size
Target sequence (A8B2U2 whole entry, looked up): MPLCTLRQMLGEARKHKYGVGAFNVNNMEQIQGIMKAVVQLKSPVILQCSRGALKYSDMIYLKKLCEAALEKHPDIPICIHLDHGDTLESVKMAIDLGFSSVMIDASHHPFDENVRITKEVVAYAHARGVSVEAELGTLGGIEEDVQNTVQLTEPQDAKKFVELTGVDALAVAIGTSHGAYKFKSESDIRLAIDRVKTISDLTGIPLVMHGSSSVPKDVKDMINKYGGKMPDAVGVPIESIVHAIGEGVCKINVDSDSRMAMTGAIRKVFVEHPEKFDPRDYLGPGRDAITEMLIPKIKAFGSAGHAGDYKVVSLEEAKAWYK
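40 nM FBPA preincubated 10 min at RT with compound (up to 57.5 uM final), then substrate plus GAPDH/TPI/NAD/arsenate coupling and diaphorase/resazurin added. Fluorescence read after 20 min at RT, 525/598 nm.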
Shiga toxin inh – inhibitors of Shiga toxin in Vero cells; Vero cells, Shiga toxin protein synthesis inhibition reporter; inhibition, % at 38.7 µM; 9.2% of 290,000 active; in the data active = inhibition mostly above about 28%, no sharp cut-off; inactive = mostly below about 43%; also: 0% is about no effect
AMA1 RON2 block – AMA1-RON2 (P. falciparum) interaction inhibition; AlphaScreen AMA1-biotinylated RON2 peptide binding; Potency, µM (series often up to 58.2 µM), for inactives: at the highest dose activity change, negative = inhibition, usual class: inhibitors; 0.2% of 360,000 active; AID 720542;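 also: potency is read from the fitted curve at half-maximal effect; 0% = vehicle wells and -100% = peptide control; nearly all actives have a fitted effect of over 45% in size; some results filed as inactive show a strong effect at the top dose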
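AMA1 (3D7) with his tag at 25 nM final met compounds first, then biotinylated RON2 peptide at 25 nM; detection used donor plus acceptor beads, 10 µg/mL apiece, read by AlphaScreen after 30 min at room temperature.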
AmpC no deterg – blocks E. coli AmpC beta-lactamase in detergent-free assay | P00811 | AmpC nitrocefin hydrolysis, absorbance 480 nm, 0.0001% Triton | Potency, µM (doses to about 57.1 µM), without a hit: at the highest dose activity change, negative = inhibition, hits mostly inhibitors | 0.52% of 330,000 active | AID 485341;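 also: potency is read from the fitted curve at half-maximal effect; plate controls were no compound for no effect and no enzyme for full effect; nearly all actives have a fitted effect of over 20% in size; some results filed as inactive show a strong effect at the top dose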
Target sequence (P00811 whole entry, looked up): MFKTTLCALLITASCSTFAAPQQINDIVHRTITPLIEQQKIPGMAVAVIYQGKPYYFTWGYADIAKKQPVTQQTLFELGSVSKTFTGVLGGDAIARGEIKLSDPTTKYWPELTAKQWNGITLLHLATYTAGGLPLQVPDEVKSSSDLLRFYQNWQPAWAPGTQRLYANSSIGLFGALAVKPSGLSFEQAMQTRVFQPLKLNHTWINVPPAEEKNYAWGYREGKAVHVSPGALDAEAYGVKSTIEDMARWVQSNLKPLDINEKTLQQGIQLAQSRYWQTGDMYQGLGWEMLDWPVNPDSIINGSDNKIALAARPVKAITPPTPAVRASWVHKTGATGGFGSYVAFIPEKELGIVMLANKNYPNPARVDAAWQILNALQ
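20 mM phosphate pH 7.0 + 0.01% (detergent screen) or 0.0001% Triton X-100; 5.3 nM AmpC reagent; cpd preinc 15 min RT; nitrocefin (800 uM stock) to start; A480 q20 s × 4 min; Activity was normalised to no-enzyme and no-compound control wells.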
AmpC inh detg – inhibitors of E. coli AmpC beta-lactamase with detergent; AmpC hydrolysis of nitrocefin, absorbance 480 nm, 0.01% Triton; AID 485294; 0.041% of 370,000 active; Potency, µM (series often up to 114 µM), inactives show at the top dose activity change, negative = inhibition, actives largely listed as inhibitors;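 also: potency is read from the fitted curve at half-maximal effect; 0% = no-compound wells and -100% = no-enzyme wells; nearly all actives have a fitted effect of over 25% in size; some results filed as inactive show a strong effect at the top dose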
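20 mM phosphate pH 7.0 + 0.01% (detergent screen) or 0.0001% Triton X-100; 5.3 nM AmpC reagent; cpd preinc 15 min RT; nitrocefin (800 uM stock) to start; A480 q20 s × 4 min; Activity was normalised to no-enzyme and no-compound control wells.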
HCMV inh – human cytomegalovirus inhibition; HFF cells, HCMV-luciferase reporter, 72 h; hits give low values; activity change, negative = inhibition, % at 57.5 µM; 4.5% of 410,000 active; AID 1259415; in the data active = activity change below about -60%; inconclusive = no clear call, values can overlap the other calls; inactive = above about -39%; also: % is scaled to controls: 0 for no effect and ±100 for the full control effect
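Two compound doses tested in HFFs infected with HCMV-luciferase, MOI 1 PFU/cell, 72 h at 37C. Lysate luminescence read with OneGlo; data normalized against buffer-only and 10uM Salinomycin inhibitor controls.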
* hit, by the source's call; ? = inconclusive; / = no result given; & = joins results of further samples; [ ] = remark or other dose. Unless noted, calls follow the shape of the dose curve; as a rule, active = well fitted curve in the direction sought with a large enough effect; inconclusive = small, poorly fitted or top-dose-only effect, or another doubt; inactive = no such curve, though single readings can be large; an effect the other way counts as inactive or inconclusive. No enrichment for hits; overall some 16% were active at least once.

SMILES	CHX counter	FBPA Giardia inh	Shiga toxin inh	AMA1 RON2 block	AmpC no deterg	AmpC inh detg	HCMV inh
CC(C)(C)NC(=S)NNC(=O)[C@H]1C[C@@H]1c1ccccc1	9	-12%	10	90%[activator]	-19%	5%	4
CCN(CC)S(=O)(=O)c1cccc(C(=O)N/N=C/c2ccc(O)c(O)c2O)c1	-3	4.5µM*	4	-6%[11.6 µM]	20µM*	-9%	34
COc1ccccc1C(=O)N/N=C/c1cnc2ccccc2n1	59*	-5%	125*	-2%	-29%	-7%	38
C/C(=N\Nc1cccc([N+](=O)[O-])c1)c1ccccc1O	33*	-28%	73*	2%	-34%	2%	-22
O=C1OCCC1(c1ccccc1)c1ccccc1	/	/	/	6%	-8%	-4%	-15
O=C(Nc1ccc2c(c1)OCCO2)c1ccc(CN2CCOCC2)cc1	50*	7%	73*	3%	-14%	-2%	82
CCc1ccc(/C=C(\C#N)C(=O)NC2CCS(=O)(=O)C2)cc1 (stereo not given)	/	/	/	1%	-16%	/	-6
COc1ccc(S(=O)(=O)N2CCC(C(=O)N3CCOCC3)CC2)cc1OC	-3	7%	-9	-10%	-1%	-8%	11
CCCC(=O)OCC(=O)Nc1ccccc1Sc1ccccc1	-1	5%	-6	34%[activator]	-11%	-4%	-6
Cc1c(Br)cc(-c2nnco2)cc1Br	-2	0%	-4	9%	-4%	?	-28
O=C1CCC/C1=C\c1ccccc1	11	15%	2	-6%	-19%[11.4 µM]	-14%	0
Cc1cccc(C)c1N1C(=O)C2ON(c3ccccc3)C(c3ccncc3)C2C1=O (stereo not given)	-3	16%	-7	4%	149%[activator]	0%	62
CC(=O)OC(COc1cccc(C)c1)Cn1cnc2ccccc21 (stereo not given)	11	-9%	1	-1%	62%[activator]	2%	?
O=C(Cn1ncc2c([nH]c3ccccc32)c1=O)N1CCc2ccccc2C1	22	0%	4	5%	-20%	-4%	21
CC1CC(C)(C)CC2(C1)NC(=O)N(CC(=O)N1CCN(S(=O)(=O)c3cccc(F)c3)CC1)C2=O (stereo not given)	/	/	/	29%	-1%	/	-7
Cc1ccc(CNC(=O)CSc2nc3ccccc3[nH]2)cc1	15*	13µM*	14	19%	-19%	0%	14
COc1ccc(-c2nc3ccccc3c(=O)n2CCCn2ccnc2)cc1	3	-1%	40	-5%	19%	0%	-32
Cc1ccc(C2C(C#N)=C(N)Oc3cc4c(cc32)OCO4)cc1 (stereo not given)	11	?	-5	12%	-31%	-1%	-36
O=C(Cc1ccc(Br)cc1)NCCCn1ccnc1	2	8%	-4	1%	-12%	-6%	5
Cc1c(O)nc(SCC(=O)Nc2nccs2)n(-c2ccccc2F)c1=O	1	/	-2	22%	-10%	2%	26
Cc1ccc(CNC(=O)C2CCCN(c3ncnc4c3nc3n4CCCCC3)C2)cc1 (stereo not given)	0	-1%	2	10%	6%	2%	-11
CC(=O)NC1C(=O)N=C(SCC(=O)NCc2ccccc2)NC1=O (stereo not given)	1	6%	14	8%	-22%	-11%	-15
CCCN1CCC(=O)N([C@H](CSc2ccc(OC)cc2)CC(C)C)CC1	27*	1%	71*	-1%	129%[activator]	-14%	36
COc1cc(NC2=CC(=O)CC(C)(C)C2)cc(OC)c1OC	-2	-26%	13	3%	-2%	4%	97
CCCNC(=O)Cn1cnc2sc(C(=O)N3CCC4(CC3)OCCO4)c(C)c2c1=O	-8	/	-6	6%	-4%	?	28
FC(F)(F)c1ccc(NC2=NCCC2)cc1	-2	-8%	-3	27%	-32%	?	8
Cc1onc(-c2ccccc2Cl)c1C(=O)Nc1ccc(CN2CCCC2)cc1	2	-29%	-22	-5%	-21%	?	-10
O=C(NCc1ccccn1)C1CCC(CNS(=O)(=O)c2cccc3nsnc23)CC1 (stereo not given)	-2	1%	18	17%	1%	-2%	-11
CC1(C)Cc2c(C#N)c(N)n(-c3ccccc3)c(=S)c2CO1	1	-22%	-3	10%	-4%	-3%	-7
C[C@H](CO)N1C[C@H](C)[C@@H](CN(C)Cc2ccc(C(=O)Nc3ccccc3N)cc2)Oc2c(NC(=O)C3CCCCC3)cccc2C1=O	/	/	/	-8%	265%[activator]	/	?
O=C(Nn1c(-c2ccc(Br)cc2)nc2ccccc2c1=O)c1ccc([N+](=O)[O-])cc1	-4	13%	12	-8%	-47%	-12%	?
COc1ccc2[nH]c(=O)c(CN(CCO)C(=O)c3cccs3)cc2c1	16	0%	3	-3%	-22%	-2%	71
Cc1cccc(C(=O)OCC(=O)N2CCC(c3ccccc3)=N2)c1O	/	/	/	19%	-17%	-12%	?
CC(C(=O)Nc1cccc([N+](=O)[O-])c1)N1C(=O)NC2(CCCC2)C1=O (stereo not given)	1	-12%	4	9%	14%	-4%	-32
CCCc1ccc(Oc2cn[nH]c2-c2ccc(O)cc2O)cc1	14	-28%	49	90%[activator]	-27%	-18%	-68*
C=CCNC(=O)c1ccc(S(=O)(=O)CC)c(Cl)c1Cl	1	3%	-2	1%	-10%[2.29 µM]	-3%	0
CN1C(=O)/C(=C\c2ccccc2)Sc2ccc(C(=O)N3CCN(c4ccccn4)CC3)cc21	-2	-5%	18	/	52%	-1%	/
CC(C(=O)Nc1ccc2c(c1)OCO2)n1cnc2c1c(=O)n(C)c(=O)n2C (stereo not given)	/	/	/	-8%	-11%	4%	-30
COc1ccc(Nc2nc(N)c(C(=O)c3ccc(OC)cc3)s2)cc1	7	-9%	7	-22%	-35%	0%	1
COc1cc(OC)cc(-c2c(C#Cc3ccsc3)c3cc(-c4ccc(N(C)C)nc4)ccc3n2C)c1	/	/	/	-1%	-13%	/	-23
CC1CCCC(NC(=O)CCNC(=O)c2ccc(Cl)cc2)C1C (stereo not given)	/	/	/	?	-9%	-5%	-28
COc1ccccc1OCCNC(=O)C(CCSC)NS(=O)(=O)c1ccccc1F (stereo not given)	/	/	/	62%[activator]	-3%	-9%	-20
CCN1CCN(C(=O)c2ccc3nc(-c4ccccc4)c(-c4ccccc4)nc3c2)CC1	-5	/	-12	3%	49%	0%	22
COC(=O)Cn1c(=O)sc2ccccc21	-1	3%	8	-22%	-8%	?	4
COc1ccc(S(=O)(=O)Nc2ccccc2C(=O)N2CCOCC2)cc1F	1	1%	-9	10%	-13%	-8%	25
Cc1ccc(-n2ncc3c2CC(C)(C)CC3NC(=O)CCc2c(C)noc2C)cc1 (stereo not given)	3	/	-6	1%	116%[activator]	5%	1
Cc1ccc(S(=O)(=O)NC(Cc2cnc[nH]2)C(=O)O)cc1 (stereo not given)	-1	?	-3	15%	0%	-3%	-13
COc1nc(C)ccc1-c1noc(-c2cccs2)n1	58*	-4%	140*	18%	-3%	-7%	7

Taken from above for reference:
SMILES	CHX counter	FBPA Giardia inh	Shiga toxin inh	AMA1 RON2 block	AmpC no deterg	AmpC inh detg	HCMV inh
Cc1cccc(C(=O)OCC(=O)N2CCC(c3ccccc3)=N2)c1O	/	/	/	19%	-17%	-12%	?
CC(C(=O)Nc1cccc([N+](=O)[O-])c1)N1C(=O)NC2(CCCC2)C1=O (stereo not given)	1	-12%	4	9%	14%	-4%	-32
CCCc1ccc(Oc2cn[nH]c2-c2ccc(O)cc2O)cc1	14	-28%	49	90%[activator]	-27%	-18%	-68*
C=CCNC(=O)c1ccc(S(=O)(=O)CC)c(Cl)c1Cl	1	3%	-2	1%	-10%[2.29 µM]	-3%	0
CN1C(=O)/C(=C\c2ccccc2)Sc2ccc(C(=O)N3CCN(c4ccccn4)CC3)cc21	-2	-5%	18	/	52%	-1%	/
CC(C(=O)Nc1ccc2c(c1)OCO2)n1cnc2c1c(=O)n(C)c(=O)n2C (stereo not given)	/	/	/	-8%	-11%	4%	-30
COc1ccc(Nc2nc(N)c(C(=O)c3ccc(OC)cc3)s2)cc1	7	-9%	7	-22%	-35%	0%	1
COc1cc(OC)cc(-c2c(C#Cc3ccsc3)c3cc(-c4ccc(N(C)C)nc4)ccc3n2C)c1	/	/	/	-1%	-13%	/	-23
CC1CCCC(NC(=O)CCNC(=O)c2ccc(Cl)cc2)C1C (stereo not given)	/	/	/	?	-9%	-5%	-28
COc1ccccc1OCCNC(=O)C(CCSC)NS(=O)(=O)c1ccccc1F (stereo not given)	/	/	/	62%[activator]	-3%	-9%	-20
CCN1CCN(C(=O)c2ccc3nc(-c4ccccc4)c(-c4ccccc4)nc3c2)CC1	-5	/	-12	3%	49%	0%	22
COC(=O)Cn1c(=O)sc2ccccc21	-1	3%	8	-22%	-8%	?	4
COc1ccc(S(=O)(=O)Nc2ccccc2C(=O)N2CCOCC2)cc1F	1	1%	-9	10%	-13%	-8%	25

Remaining list, next part.
SMILES	CHX counter	FBPA Giardia inh	Shiga toxin inh	AMA1 RON2 block	AmpC no deterg	AmpC inh detg	HCMV inh
CC1CCCCC12NC(=O)N(CC(=O)N(C)Cc1nc3ccccc3c(=O)[nH]1)C2=O (stereo not given)	/	/	/	48%[activator]	-18%	1%	-13
COc1ccc(OC)c(NS(=O)(=O)c2c(C(=O)N3CCCCCC3)c(C)n(C)c2C)c1	-2	-12%	-13	0%	90%[activator]	-8%	?
C/C(=N/NC(=O)c1cccs1)c1cccs1	43*	-4%	76*	38%[activator]	-18%	4%	211
CCOc1ccc(S(=O)(=O)N2CCC(C(=O)N3CCCCCC3)CC2)cc1Cl	0	/	-13	10%	191%[activator]	2%	?
COc1cccc(C(=O)Nc2nc3c(c(=O)[nH]2)CCCC3)c1	20*	-11%	18	9%	-19%	1%	32
CC1CN(Cc2nc3c(c(=O)n(C)c(=O)n3C)n2CC(=O)c2ccccc2)CC(C)O1 (stereo not given)	4	1%	-5	0%	-1%	?	34
O=C(CCc1c[nH]c2ccccc12)OCc1cccc([N+](=O)[O-])c1	3	2%	-8	?	-36%	3%	-8
O=C(NC1CC1)c1ccc2c(c1)ncn2C1CCCC1	33*	-2%	69*	?	-16%	-4%	-8
O=C(OC1CCOC1=O)c1cc(S(=O)(=O)N2CCOCC2)c(Cl)cc1Cl (stereo not given)	/	/	/	-1%[11.6 µM]	-6%	-6%	-2
CCC(C)(C)n1nnnc1C(c1cccnc1)N1CCCc2ccccc21 (stereo not given)	5	-18%	13	-11%	93%[activator]	?	-34
O=C(Nc1cccc(NC(=O)c2cccnc2)c1)c1ccccc1	-2	/	18	15%	-24%	1%	15
CCN1C(=O)c2ccccc2S(=O)c2ccc(C(=O)NC3CC3)cc21 (stereo not given)	4	4%	-5	0%	-23%	-2%	38
C/C(O)=C(\C#N)C(=O)Nc1cc(Br)ccc1Br	-2	19%&25%	-5	14%	-23%	?	?
